EPAC2 agonist – activates human EPAC2 exchange factor | Q8WZA2 | EPAC2 activation, biochemical qHTS; response scale: 100% = 6.5 mM cAMP response | Potency, µM (titrated, usually from 154 µM), inactives show at the highest dose activation, hits mostly activators | hit rate 0.079% among 360,000 | AID 720711; also: potency is read from the fitted curve at half-maximal effect; nearly all actives have a fitted effect of over 50% in size
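EPAC2 (100 nM) mixed with Rap1B loaded with BODIPY-GDP (250 nM) plus 50 uM unlabeled GDP; compounds pinned in, 5 min RT, then read every 5 min for 30 min (ex 480, em 540 nm). Normalized to cAMP control.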
MmCpn inh – blocks the Methanococcus maripaludis chaperonin Mm-Cpn | purified Mm-Cpn ATPase, ADP Transcreener TR-FRET | Potency, µM (series often up to 76.9 µM), for inactives: at the highest dose activity, negative = inhibition, hits mostly inhibitors | hit rate 0.031% among 330,000 | AID 504842; also: potency is read from the fitted curve at half-maximal effect; % is scaled to controls: 0 for no effect and ±100 for the full control effect; nearly all actives have a fitted effect of over 80% in size
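Purified archaeal chaperonin (25 nM final) was preincubated with compound for 10 min at 37°C, then ATP (10 uM final) was added for 30 min at 37°C in Tris pH 7.4/KCl/MgCl2/DTT buffer. ADP was quantified by HTRF Transcreener TR-FRET.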
pAkt inh – inhibitors of Akt phosphorylation; Neuro2A IGF-stimulated pAkt S473 HTRF, 20 min; hits give low values; activity change, % for hits at 50 µM; hit rate 0.32% among 360,000; AID 651550; in the data active = activity change below about -80%; inconclusive = mostly about -51% to -80%; also: % is scaled to controls: 0 for no effect and ±100 for the full control effect
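Neuro2A cells (4,500/well, DMEM with 0.5% FBS) were treated with compound at a single 50 µM final concentration, stimulated with 6 nM IGF for 20 min at 37 °C, and lysed. Phospho-Akt Ser473 was read by HTRF as 665/615 ratio ×10^4.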
PTHR1 agonist – activates the human parathyroid hormone receptor PTHR1 | Q03431 | HEK293 GP2 PTHR1 cells, GloSensor cAMP luminescence, 1 h | Potency, µM (highest dose often 115 µM), without a hit: top-dose activation, actives largely listed as activators | hit rate 0.075% among 410,000 | AID 743266; also: potency is read from the fitted curve at half-maximal effect; nearly all actives have a fitted effect of over 55% in size; some results filed as inactive show a strong effect at the top dose; inactives centre near -15; many of its hits are not listed in these tables
Target sequence (Q03431 whole entry, looked up): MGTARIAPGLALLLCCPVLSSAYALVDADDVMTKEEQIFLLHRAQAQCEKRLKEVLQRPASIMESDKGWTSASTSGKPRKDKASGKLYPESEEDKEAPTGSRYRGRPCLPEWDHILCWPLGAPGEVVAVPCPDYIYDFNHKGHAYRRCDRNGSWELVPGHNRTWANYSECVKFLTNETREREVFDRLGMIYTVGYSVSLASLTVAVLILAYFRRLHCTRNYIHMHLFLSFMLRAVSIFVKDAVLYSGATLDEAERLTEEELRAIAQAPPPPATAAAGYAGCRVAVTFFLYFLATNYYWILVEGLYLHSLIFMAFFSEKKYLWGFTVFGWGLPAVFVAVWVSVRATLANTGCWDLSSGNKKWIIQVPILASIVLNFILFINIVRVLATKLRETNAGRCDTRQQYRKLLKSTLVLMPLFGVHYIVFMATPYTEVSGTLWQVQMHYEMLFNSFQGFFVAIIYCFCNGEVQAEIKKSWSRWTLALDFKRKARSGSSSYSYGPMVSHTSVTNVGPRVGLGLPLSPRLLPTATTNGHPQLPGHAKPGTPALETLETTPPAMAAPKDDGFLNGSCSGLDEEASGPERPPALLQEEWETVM
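HEK-293-derived GP2 cells expressing PTHR1 and a GloSensor cAMP reporter, 3,000/well, plated overnight, given luciferin plus IBMX (each 0.5 mM as added) for 1 h at 37 °C, then compound for 1 h at 37 °C. Luminescence was read after 15 min at room temperature.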
DRD3 agonist – activates the human D3 dopamine receptor; P35462; hit rate 0.58% among 410,000; D3R DiscoveRx beta-arrestin cells, luminescence, 90 min; max activation, %; in the data active = max activation above about 30%; also: 0% is about no effect; mostly tested at two doses, the higher about 12 µM
Target sequence (P35462 whole entry, looked up): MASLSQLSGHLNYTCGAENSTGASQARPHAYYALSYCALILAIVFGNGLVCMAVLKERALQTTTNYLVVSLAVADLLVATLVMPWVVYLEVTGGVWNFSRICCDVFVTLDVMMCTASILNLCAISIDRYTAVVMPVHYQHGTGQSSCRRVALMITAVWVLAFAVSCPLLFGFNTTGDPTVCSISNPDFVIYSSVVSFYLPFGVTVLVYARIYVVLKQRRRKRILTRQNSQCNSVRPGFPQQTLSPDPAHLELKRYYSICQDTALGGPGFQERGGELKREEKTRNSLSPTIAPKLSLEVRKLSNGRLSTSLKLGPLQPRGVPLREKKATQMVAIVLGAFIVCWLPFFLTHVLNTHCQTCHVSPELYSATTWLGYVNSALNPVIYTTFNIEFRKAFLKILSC
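Agonist mode: compounds and dopamine controls were applied to plated cells for 90 min at 37 degrees C after an overnight attachment at 1500 cells/well. Luminescent read-out followed 30 - 60 minutes at room temperature with DiscoveRx detection reagent.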
CCT modulator – cytosolic chaperonin activity modulation. hit rate 0.3% among 360,000. purified chaperonin ATPase assay, HTRF ADP detection, 30 min. activity change, % (test concentration not listed), hits read low; in the data active = activity change below about -30%; also: % is scaled to controls: 0 for no effect and ±100 for the full control effect
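Enzyme 40 or 20 nM (batch-dependent) in Tris pH 7.4/KCl/MgCl2/DTT; cpd 76 uM single point; ATP 10 uM; 30 min 37 °C; Transcreener ADP HTRF detection, 30 min RT; ratio 665/615.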
EPAC2 antag – antagonists of human EPAC2 | EPAC2 GEF exchange of Rap1B-BODIPY-GDP, fluorescence | Potency, µM (titrated, usually from 114 µM), for inactives: at the highest dose activity, negative = inhibition, usual class: inhibitors | hit rate 0.18% among 360,000 | AID 720708; also: potency is read from the fitted curve at half-maximal effect; % is scaled to controls: 0 for no effect and ±100 for the full control effect; nearly all actives have a fitted effect of over 45% in size; many of its hits are not listed in these tables
DRD3 antagonist – D3 dopamine receptor (human) antagonism. D3R cells, DiscoveRx beta-arrestin luminescence, antagonist mode; hits give low values. max response, negative = inhibition, %. hit rate 2.5% among 360,000. AID 652054. P35462; in the data active = max response below about -50%; inconclusive = no clear call, values can overlap the other calls; also: % is scaled to controls: 0 for no effect and ±100 for the full control effect; mostly tested at two doses, the higher about 12 µM
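Cells expressing the human receptor were seeded at 1500 cells/well, incubated overnight at 37 degrees C in 5% CO2, then exposed to library compounds with dopamine controls for 90 minutes at 37 degrees C before luminescent detection.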
Numbers without * were called inactive; i = inactive; ? = inconclusive; · = not tested or not shown; & = joins results of further samples; [ ] = another dose, or the depositor's remark. Unless noted, calls follow the shape of the dose curve; as a rule, active = well fitted curve in the direction sought with a large enough effect; inconclusive = small, poorly fitted or top-dose-only effect, or another doubt; inactive = no such curve, though single readings can be large; an effect the other way counts as inactive or inconclusive.

Results follow in this order: EPAC2 agonist | MmCpn inh | pAkt inh | PTHR1 agonist | DRD3 agonist | CCT modulator | EPAC2 antag | DRD3 antagonist
CCC(C)(C)NC(=O)Cc1ccccc1OC
→ 3% | -3% | i | i | 1 | -0.7 | 3% | -24
CC(C)c1ccc(CN2CCC(n3nccc3NC(=O)C3CCCC3)CC2)cc1
→ 1% | · | i | -36%[inhibitor] | 1 | -1.7 | 2% | 12
COc1ccc(OC)c(-c2nnc3n2N=C(c2ccc(OC)c(OC)c2)CS3)c1
→ 5% | 2%&1% | · | 6% | · | · | -2% | ·
CCOC1(c2ccccc2)OC(=O)c2ccccc21 (stereo not given)
→ 12% | -1% | i | i | 12 | 0.6 | ? | 2
O=S(=O)(c1cc(Cl)cc(Cl)c1O)N1CCC2(CC1)OCCO2
→ 5% | -2% | i | -26% | -2 | 0.2 | -27% | -6
CCC(=O)c1ccc(OCC(O)CN2C(=O)NC(C)(C)C2=O)cc1 (stereo not given)
→ 6% | 0% | i | i | 4 | -0.4 | -9% | 0
C=C(C)COc1ccc2c(C)c(CC(=O)N3C[C@H]4C[C@@H](C3)c3cccc(=O)n3C4)c(=O)oc2c1C
→ -3% | -4% | i | -20% | -33 | 1.1 | -20% | 11
Cc1ccc(S(=O)(=O)N2CCN(Cc3ccccc3)CC2)cc1
→ 13% | 2% | i | -10% | -11 | -2.6 | -2% | -28
O=C(NCCCN1CCOCC1)c1cc(-c2ccc3c(c2)OCO3)nc2ccccc12
→ 9% | 1% | i | 5% | -9 | -0.6 | 9% | 0
CCOC(=O)c1cc(NCc2cccs2)ccc1N1CCOCC1
→ 5% | -19% | i | i | -3 | 1.0 | -5% | -13
Nc1nnc(CSCc2ccc(F)cc2)s1
→ 13% | -1% | i | i | 10 | 1.7 | -4% | 23
Cc1cc(NC(=O)COc2coc(CN3CCN(c4ccccc4)CC3)cc2=O)no1
→ -6% | 0% | i | -7% | 2 | 0.4 | 11% | 49
CCc1ccc(NC(=O)C(C)OC(=O)c2cccc(S(=O)(=O)N3CCc4ccccc4C3)c2)cc1 (stereo not given)
→ 9% | 2% | i | i | -10 | -0.1 | -4% | -7
COc1ccc(C2=Nc3ccccc3C2(O)CCN2C(=O)c3ccccc3C2=O)cc1 (stereo not given)
→ 13% | · | i | i | 10 | -0.5 | 15% | 2
Cc1cc(=O)oc2cc(OCC(=O)OCC(=O)NC3CC3)ccc12
→ 1% | -6% | i | i | 3 | 0.1 | 6% | 2
CC(C)C(NC(=S)Nc1ccccc1)C(=O)O (stereo not given)
→ 0% | 1% | i | -4% | 13 | 1.2 | 14% | 9
COc1ccccc1-n1cn[nH]c1=S
→ 2% | -1% | i | i | -8 | -0.6 | 2% | -15
COc1ccc(NC(=O)CN(C)C(=O)C2=NN(c3ccccc3)C(=O)CC2)cc1
→ 1% | 0% | i | i | -1 | 0.6 | -3% | -1
CCCc1cc(=O)[nH]c(SCC(=O)N2CCN(c3ccc(F)cc3)CC2)n1
→ 7% | 3% | i | -9%[57.5 µM] | -4 | -2.2 | -6% | ?
O=C(NC1CCCCC1)C1CCCN(S(=O)(=O)c2ccc(F)cc2)C1 (stereo not given)
→ -7% | -2% | i | -10% | -10 | 1.2 | -13% | 3

Further records follow.
Results follow in this order: EPAC2 agonist | MmCpn inh | pAkt inh | PTHR1 agonist | DRD3 agonist | CCT modulator | EPAC2 antag | DRD3 antagonist
CCOc1ccccc1NC(=O)CSc1nnc(CNC(=O)COc2ccc(Cl)cc2)o1
→ 5% | 2% | i | -5% | 1 | -2.0 | -5% | -15
CCOC(=O)N1CCN(C(=O)C[C@@H]2C[C@@]3(C(=O)OCC)CCCC=C3N(CCc3ccc(OC)c(OC)c3)C2=O)CC1
→ -12% | · | i | -1% | -6 | · | -3% | 22
COc1ccc(NC(=O)C(=O)NCCN2CCN(C(=O)c3ccc(C)cc3)CC2)cc1
→ -1% | 1% | i | i | -17 | 0.4 | 9% | -70*
Clc1cccc(OCCOCCN2CCNCC2)c1Cl
→ 14% | · | i | 13% | -45 | 0.6 | 0% | ?
COc1ncccc1-c1nnn(-c2ccccc2)n1
→ 12% | · | i | -21% | 1 | 2.7 | -17% | 8
CCOC(=O)CN(c1cccc(C(C)=O)c1)S(C)(=O)=O
→ 1% | -1% | i | -11%[57.5 µM] | -6 | -0.2 | -7% | 5
O=C(O)c1cc(S(=O)(=O)N2CCCCC2)ccc1Cl
→ 7% | 0% | i | i | -1 | 0.0 | 5% | -4
COc1ccc(Cn2cc(CN3CC(N4CCCCC4)CS3(=O)=O)nn2)cc1 (stereo not given)
→ 2% | · | i | -12% | -8 | 0.4 | 8% | -11
OCCN1CCN(Cc2cc(Br)cc(Br)c2O)CC1
→ 5% | 1% | · | ? | -26 | 1.7 | 11% | -51*
CC(C)C(=O)N1CCC1(C)C(=O)Nc1nc2ccccc2[nH]1 (stereo not given)
→ 4% | · | i | 20% | 6 | 0.2 | 0% | 50
Cc1ccccc1Nc1scc(-c2ccc(Cl)cc2)[n+]1-c1ccccc1C
→ 13% | -3% | i | -15% | -7 | -1.3 | 0% | -13
Cc1ccc2nc(Cl)c3cc(C(=O)NCCCN4CCCC4)sc3c2c1
→ 3% | 1% | i | -24% | -11 | -1.0 | 3% | -59*
O=C(NCc1ccccn1)c1nc(Cn2ccc([N+](=O)[O-])n2)no1
→ 0% | 3% | i | i | -2 | 1.0 | 5% | 7
Cc1cc(C)nc(NC(=O)c2ccc(Br)s2)n1
→ 4% | -2% | i | -25% | 8 | -1.2 | -11% | 0
O=C1CSC(c2cn(-c3ccccc3)nc2-c2cc3ccccc3oc2=O)N1Cc1ccco1 (stereo not given)
→ 7% | ? | i | i | -2 | -0.4 | -3% | -24
CC(=O)N1CCN(CC(=O)Nc2cc(F)ccc2C)CC1
→ 13% | 0% | i | 20% | -3 | -1.4 | -1% | -11
CCCCc1c(O)nc(SCC(=O)c2ccccc2)n(-c2ccccc2OC)c1=O
→ 15% | -1% | i | i | 12 | -4.1 | 1% | -3
CC1CC(C)C(=NNC(N)=O)C(C(O)CC2CCC(=O)NC2=O)C1 (stereo not given)
→ 3% | · | i | -14% | 10 | 1.5 | 18% | 8
COc1cc(S(=O)(=O)NCCN2CCOCC2)ccc1-n1cnnn1
→ -1% | -1% | i | -1% | 3 | -0.3 | -3% | -2
CN(C(=O)COC(=O)CSCc1cccc(Cl)c1)c1c(N)n(Cc2ccccc2)c(=O)[nH]c1=O
→ 4% | 1% | i | -23% | 0 | 1.9 | 11% | -6

4 records drawn at random from the list so far:
Results follow in this order: EPAC2 agonist | MmCpn inh | pAkt inh | PTHR1 agonist | DRD3 agonist | CCT modulator | EPAC2 antag | DRD3 antagonist
COc1ccc(Cn2cc(CN3CC(N4CCCCC4)CS3(=O)=O)nn2)cc1 (stereo not given)
→ 2% | · | i | -12% | -8 | 0.4 | 8% | -11
COc1cc(S(=O)(=O)NCCN2CCOCC2)ccc1-n1cnnn1
→ -1% | -1% | i | -1% | 3 | -0.3 | -3% | -2
CC(=O)N1CCN(CC(=O)Nc2cc(F)ccc2C)CC1
→ 13% | 0% | i | 20% | -3 | -1.4 | -1% | -11
CCOc1ccccc1NC(=O)CSc1nnc(CNC(=O)COc2ccc(Cl)cc2)o1
→ 5% | 2% | i | -5% | 1 | -2.0 | -5% | -15

Following part
Results follow in this order: EPAC2 agonist | MmCpn inh | pAkt inh | PTHR1 agonist | DRD3 agonist | CCT modulator | EPAC2 antag | DRD3 antagonist
Cc1nc(-c2ccc(S(=O)(=O)Nc3ccc(Br)cc3F)cc2)co1
→ 2% | 1% | i | i | 5 | -0.6 | -2% | 3
CCOc1ccc(N(C(=O)CNC(=O)c2ccco2)C(C(=O)NC2CCCC2)c2ccco2)cc1 (stereo not given)
→ 16% | 0% | i | -23% | -5 | -4.5 | 2% | 5
c1ccc2c(c1)Cn1nnnc1-2
→ 14% | -4% | i | -18%[57.5 µM] | -3 | -3.0 | -2% | -16
CC(C)c1ccc(Nc2nnns2)cc1
→ 16% | -1% | i | -8% | 3 | -0.3 | -4% | 10
CCCCC(c1nnnn1CCOC)N1CCN(C)CC1 (stereo not given)
→ 13% | 2% | i | i | -1 | -3.8 | -3% | 0
O=C(O)c1cc2ccccc2cn1
→ 7% | · | i | -3% | -5 | 1.2 | 5% | -15
O=c1cc(-c2ccccc2)nc(SCc2ccc(Cl)cc2)[nH]1
→ -20% | 0% | i | i | 1 | -2.2 | 9%[57.1 µM] | 27
Cn1cc(C(=O)N/N=C/c2ccc(Br)c([N+](=O)[O-])c2)c2ccccc21
→ 7% | 3% | i | -10% | -21 | -2.4 | 3% | -67*
O=C(NC1CCN(C(=O)Nc2cccc(Cl)c2)CC1)C1CCCCC1
→ -1% | -1% | i | i | -7 | 0.5 | 2% | 5
Cc1ccc(OCC(=O)NCCNC(=O)c2ccc(C)nc2)cc1
→ 9% | 0% | i | 0% | -5 | 0.6 | 1% | -16
CCOC(=O)c1cccc(-n2cccc2/C=C2\NC(=O)N(CC(=O)O)C2=O)c1
→ -1% | -4% | · | i | · | · | 3% | ·
O=C(O)c1cc([N+](=O)[O-])c(Sc2nc3ccccc3[nH]2)c([N+](=O)[O-])c1
→ 3% | 0% | i | i | 1 | -2.0 | 6% | -8
COc1ccccc1-c1c(NC(=O)C(C)C)n(C)c2ccccc2c1=O
→ 11% | -2% | i | i | 6 | -0.5 | 2% | -1
O=C(NCc1ccccc1)c1cc(C2CCCCN2C(=O)c2ccc3c(c2)CCO3)on1 (stereo not given)
→ 2% | · | i | -14% | 6 | -3.1 | ? | 22
Cn1cc(C(=O)N2CCc3ccccc3C2)c(=O)c2cc(S(=O)(=O)N3CCOCC3)ccc21
→ 5% | 0% | i | i | 7 | -2.9 | 3% | 5
O=C(NCc1ccco1)c1ccc(N2CCOCC2)c([N+](=O)[O-])c1
→ 8% | -1% | i | i | -3 | 1.3 | 2% | -12
COc1cc(C(=O)Nc2cc(C)ccn2)ccc1OCC(=O)N1CCOCC1
→ -3% | 6% | i | -23% | 4 | -0.1 | 5% | 0
C=C(C)CSc1ncc(-c2cccc(C(F)(F)F)c2)cn1
→ -4% | 2% | i | -3%[57.5 µM] | -12 | -1.5 | -6% | 8

Bioassay records from PubChem.

A portion of the library, so the mix of outcomes need not match the whole.
